Bioassay records: PubChem BioAssay, Broad Institute
RAD54 branch: RAD54 (human) branch migration inhibition. Q92698. RAD54 Holliday junction branch migration, FAM/BHQ fluorescence. inhibition, % at 10.4 µM. hit rate 0.14% among 360,000. AID 602329;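 active = mean normalized replicate activity at least 40 and at least half of replicates scoring 40 or more; inconclusive = only one of the two criteria met; inactive = mean below 40 and under half of replicates reaching 40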;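 also: 0% = median of neutral control wells and 100% = median of positive control wells; inhibitors cause a drop in the FAM fluorescence signal; in these data hits start at about 50%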
E-sel inducer: E-selectin induction on HUVECs. HUVEC E-selectin immunofluorescence imaging; normalized: neutral wells 0, TNF-alpha wells 100. hit rate 0.37% among 260,000. P16581. activation, % at 7.58 µM;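 active = mean E-selectin-positive cell signal at least 10% of the positive control, reached in at least 60% of replicates, without over 20% cell loss; inconclusive = no rule given, readout overlaps actives, possibly toxicity-flagged; inactive = the rest, including those meeting only one limit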;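 also: in these data hits start at about 27%; measured in HUVEC primary endothelial cells; signal is the percent of cells scored E-selectin positive by PE staining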
Target sequence (P16581 whole entry, looked up): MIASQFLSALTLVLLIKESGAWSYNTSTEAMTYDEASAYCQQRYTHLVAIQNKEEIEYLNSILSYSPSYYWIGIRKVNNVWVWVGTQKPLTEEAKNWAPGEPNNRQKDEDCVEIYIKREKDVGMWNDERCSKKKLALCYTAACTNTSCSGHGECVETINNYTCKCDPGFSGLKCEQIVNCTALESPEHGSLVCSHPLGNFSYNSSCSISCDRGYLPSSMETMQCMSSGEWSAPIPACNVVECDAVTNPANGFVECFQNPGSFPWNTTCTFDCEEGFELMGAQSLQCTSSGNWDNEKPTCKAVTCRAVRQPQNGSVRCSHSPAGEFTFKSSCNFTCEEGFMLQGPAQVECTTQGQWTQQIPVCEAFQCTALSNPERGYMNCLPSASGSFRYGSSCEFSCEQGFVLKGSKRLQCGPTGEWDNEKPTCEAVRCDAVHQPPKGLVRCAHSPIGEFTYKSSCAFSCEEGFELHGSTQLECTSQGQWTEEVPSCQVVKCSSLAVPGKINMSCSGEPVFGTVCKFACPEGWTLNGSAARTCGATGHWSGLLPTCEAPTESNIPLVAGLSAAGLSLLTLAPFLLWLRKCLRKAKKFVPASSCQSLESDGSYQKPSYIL
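assay system = HUVEC, human umbilical vein endothelial cells | input = 3,000 HUVEC seeded per well | medium = EGM-2 growth medium on 0.1% gelatin-coated wells | dosing = one compound dose added by pin transfer | signal = immunofluorescence imaging | read-out basis = % PE-positive cells | control set = TNF-alpha, DMSO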
DENV2 CPE: protects cells from dengue virus 2 cytopathic effect; DENV2-infected cells, cytopathic effect rescue, plate reader; CPE inhibition, % at 9.99 µM; hit rate 1.7% among 350,000; AID 651640; in the data active = CPE inhibition above about 20%, passing the limit was not always enough; inconclusive = no clear call, values can overlap the other calls; tested in BHK-21 cells;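 also: 0% = median of neutral control wells and 100% = median of positive control wells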
Xi reactivation: activators of X-chromosome reactivation in mouse fibroblasts | hit rate 0.055% among 360,000 | XiGFP mouse fibroblasts, % GFP-positive cells imaging, 3 d; cells co-treated with 5-aza-dC sensitizer; scaled so ellipticine positive control = 100% | activation, % at 7.58 µM;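 active = mean normalized replicate activation at least 10% and every replicate at or above 10%; inconclusive = only one of the two criteria met; inactive = mean below 10% and not all replicates reach 10%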;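 also: 0% = median of on-plate neutral control wells and 100% = ellipticine 6 µM median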
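System: 68-5-11 XiGFP fibroblast line | Buffer or medium: DMEM containing 5-aza-dC | Compound: Single point | Times: Compounds 3 days, fix/stain 15 min at room temperature | Benchmarks: Positive control ellipticine, 6 µM final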
Casp6 inh: caspase-6 (human) enzyme inhibition. inhibition, % at 12.5 µM. P55212. hit rate 0.53% among 350,000. purified caspase-6, Z-VEID-R110 cleavage fluorescence;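 active = mean inhibition across replicates at least about 35%, with every replicate also reaching that limit, limit read from the data; inconclusive = only one of the two criteria met; inactive = neither criterion met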;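 also: 0% = median of neutral control wells and 100% = no fluorescence left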
GSIS activator: primary screen for activators of insulin secretion dependent on glucose, INS-1E cells, GLuc reporter luminescence; INS-1E GLuc reporter insulin secretion, 2-3 h; activation, % at 16.6 µM; hit rate 0.61% among 370,000;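 active = lowest replicate activation of at least 40%, so every replicate reaches that level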;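 also: 0% = median of neutral control wells and 100% = median of IBMX positive control wells; some compounds called inactive have numbers as strong as hits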
F508del corr: CFTR F508del correction in bronchial cells; CFBE cells, YFP halide quenching; stimulated with forskolin plus potentiator P3; % fluorescence drop versus neutral controls; AID 720511; activity (quench increase), % at 7.58 µM; hit rate 0.36% among 350,000;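 active = mean added fluorescence quench of at least 8% versus neutral control, with both replicates also reaching 8%; inconclusive = only one of the mean or replicate conditions met; inactive = mean below 8% and not both replicates reaching 8%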;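 also: cells transiently co-express mutant CFTR-F508del with the halide-sensitive YFP; corrector assay measuring rescue of mutant channel to the surface after 24 h compound exposure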
RAD52 inh: inhibitors of human RAD52 DNA annealing | P43351 | recombinant RAD52 DNA annealing, FRET fluorescence | inhibition, % at 18.7 µM | hit rate 0.46% among 360,000;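 active = every replicate showing at least 50% inhibition; inconclusive = mean inhibition at least 50% but not in every replicate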
Target sequence (P43351 whole entry, looked up): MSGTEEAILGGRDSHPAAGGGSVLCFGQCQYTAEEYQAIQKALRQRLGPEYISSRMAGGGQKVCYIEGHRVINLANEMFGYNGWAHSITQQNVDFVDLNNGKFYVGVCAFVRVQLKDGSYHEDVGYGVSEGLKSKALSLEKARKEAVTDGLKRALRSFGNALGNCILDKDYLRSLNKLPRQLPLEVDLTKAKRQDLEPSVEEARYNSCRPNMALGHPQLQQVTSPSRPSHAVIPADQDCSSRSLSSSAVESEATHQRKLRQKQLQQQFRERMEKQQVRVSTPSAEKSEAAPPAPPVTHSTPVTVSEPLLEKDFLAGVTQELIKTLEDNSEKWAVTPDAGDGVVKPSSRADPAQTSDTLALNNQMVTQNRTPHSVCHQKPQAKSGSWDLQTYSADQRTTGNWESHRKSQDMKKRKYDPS
Starred values were filed as active, the others as inactive; ? = inconclusive; . = no result given; & = joins results of further samples.

mol	RAD54 branch	E-sel inducer	DENV2 CPE	Xi reactivation	Casp6 inh	GSIS activator	F508del corr	RAD52 inh
Cc1cc(F)ccc1S(=O)(=O)NCC(c1ccc2c(c1)OCO2)N1CCOCC1 (stereo not given)	-4	.	0	0.1	1	-6	2.0	-8
CCC(C)c1ccc(C(CC)NC(=O)C2CCCO2)cc1 (stereo not given)	-3	.	1	0.1	-1	-7	-0.8	-10
Cc1ccc(C)c(NC(=O)COc2cccc3c2CCN(Cc2ccccc2)C3=O)c1	8	0.0	.	-0.2	-3	0	.	-8
Cc1ccc(C)c(S(=O)(=O)N2CCCOC2CNC(=O)C(=O)NCCc2ccccc2)c1 (stereo not given)	-16	-0.4	-2	0.0	-7	-11	1.3	-4
O=C(Cc1ccncc1)Nc1ccc2c(c1)[C@H]1C[C@@H](CC(=O)N3CCCCC3)O[C@@H](CO)[C@H]1O2	8	-0.2	2	0.0	-1	-3	-0.9	-3
Cn1c(=O)[nH]c(=O)c2c1nc(SCC(=O)Nc1ccccc1)n2Cc1ccccc1	8	0.0	-1	-0.1	-1	1	6.2	-12
CCCc1c(C(=O)N/N=C/c2cccc3ccccc23)nnn1-c1nonc1N	7	.	-6	0.6	0	11	0.2	-14
Cn1c(=O)c2[nH]cnc2n(C)c1=O	24	-0.2	1	0.1	2	11	-0.1	-12
CN(C)C(=O)[C@@H]1[C@@H](CO)[C@@H]2Cn3c(cccc3=O)[C@H]1N2CC1CCCCC1	-6	-0.3	-2	0.5	5	-2	-0.9	-12
CC(C)CC#Cc1ccc([C@@H]2[C@H](CO)N3C(=O)CN(C(=O)Nc4ccc(F)cc4)C[C@@H]23)cc1	.	0.2	?	-0.1	0	-24	0.9	-13
Cc1cccc(COCC(Cc2ccccc2)N2CCN(C(=O)c3cccc(Cl)c3)CCC2=O)c1 (stereo not given)	3	-0.1	-3	0.0	1	-40	-0.8	-6
CCC(C)[C@H](NC(=O)N1CC(=O)Nc2ccccc21)C(=O)N[C@H](Cc1c[nH]c2ccccc12)C(=O)O (stereo not given in full)	-10	.	-2	.	3	.	5.0	-6
O=C(O)/C=C/C(=O)Nc1ccc(F)cc1F	-5	.	-1	.	2	14	-0.4	4
COC(=O)CSc1nc2ccccc2c(=O)n1Cc1ccccc1	0	0.3	5	0.0	-1	50*	0.1	4
CN(C)Cc1c(O)ccc2cc(-c3nc4ccccc4n3C)c(=O)oc12	-10	.	-3	0.5	2	-17	3.0	-19
COc1ccc(-c2nnc(SCc3nc4ccccc4c(=O)[nH]3)o2)cc1	-7	3.4	2	-0.1	-2	11	1.1	-45
Cc1noc(C)c1S(=O)(=O)N(C)C[C@H]1OCCCC[C@H](C)Oc2ccc(NC(=O)Cc3ccccc3)cc2C(=O)N([C@@H](C)CO)C[C@H]1C	-5	-0.2	-4	0.0	1	-14	-3.8	-18
CN(C)CC#Cc1ccc([C@@H]2[C@@H](CO)N3C(=O)CN(C(=O)Cc4cccnc4)C[C@H]23)cc1	.	-0.1	-2	0.4	-36	-12	-3.7	-10
COc1ccc(CCNC(=O)c2ccc(CNc3nc(=S)[nH]c4ccccc34)cc2)cc1OC	.	.	3	0.1	-1	-5	1.3	6
COc1cccc(NC(=O)C2CCN(C(=O)[C@@H]3Cc4ccccc4CN3C(=O)OC(C)(C)C)CC2)c1	.	9.7	7	0.1	1	-21	-0.3	-13
CCN(CC)CC1CN(N=Cc2ccc([N+](=O)[O-])o2)C(=O)O1 (stereo not given)	-5	-0.4	3	0.1	-7	9	1.2	-24
COc1ccccc1S(=O)(=O)Nc1ccc2c(c1)OC[C@H](C)NC[C@@H](C)[C@@H](OC)CN(C)C2=O	-1	-0.2	2	-0.1	3	16	-0.9	-12
Cc1ccc(/C(O)=C2/C(=O)C(=O)N(c3ccccn3)C2c2cccc([N+](=O)[O-])c2)cc1 (stereo not given)	-8	-0.2	-1	0.0	1	.	2.8	-23
C[C@H](CO)N1C[C@H](C)[C@H](CN(C)Cc2ccc(C(F)(F)F)cc2)OCc2cn(nn2)CCCC1=O	.	-0.2	.	0.2	.	-9	1.5	.
Cn1nnc2cc(C(=O)Nc3ccc(Cl)cc3)ccc21	.	.	?	0.0	-5	-27	.	-8
C=CCOc1c(/C=N\NC(N)=O)cccc1OC	-9	0.6	-6	0.1	0	2	2.2	-7
CN1c2ccc(-c3ccccc3)cc2[C@H]2[C@H](CCN2C(=O)Cc2ccccn2)[C@H]1CO	8	-0.6	-14	0.0	2	-10	3.4	11
Cc1cc(=O)oc2c3c(cc(OCC(=O)NC(C)C)c12)OC(C)(C)CC3	-1	.	17	0.0	-2	-6	0.9	-10
O=C(Nc1ccc(S(=O)(=O)N2CCCC2)cc1)Nc1ccc(F)cc1F	-5	-0.1	-12	-0.1	0	-12	1.1	-1
CN(Cc1cccnc1)Cc1cn(Cc2ccccc2)nc1-c1ccc2c(c1)OCO2	.	.	-4	0.0	-3	-6	1.1	1
CCS(=O)(=O)Nc1ccc2c(c1)C(=O)N(C)C[C@@H](OC)[C@@H](C)CN(C(=O)C1CC1)[C@H](C)CO2	8	-0.1	9	0.3	-3	13	0.6	12
C[C@@H]1CN([C@@H](C)CO)C(=O)Cc2cc(NC(=O)Cn3cnnn3)ccc2O[C@H]1CN(C)S(=O)(=O)c1cccs1	-2	-8.1	-2	0.0	-3	-3	2.2	-1
CCOc1ccc(N2C(=O)CC(N(Cc3ccco3)C(C)=O)C2=O)cc1 (stereo not given)	.	.	-6	0.1	-2	-3	-1.7	-5
Cn1cccc1/C=C(\C#N)c1ccccc1	-11	6.4	.	0.0	3	9	0.2	-16
Cc1ccc(S(=O)(=O)N(CC(O)CN2C(=O)NC(C)(C)C2=O)c2cccc([N+](=O)[O-])c2)cc1 (stereo not given)	5	.	-2	0.0	7	-20	-0.9	-2
COc1ccc(NC(=O)N2CCCC2C(=O)Nc2ccccc2F)cc1 (stereo not given)	1	0.7	-6	0.0	0	7	1.6	-12
O=C(COC(=O)c1ccc(NS(=O)(=O)c2cccs2)cc1O)NC1CCCCC1	.	.	14	?	3	-19	-1.0	-7
CCOc1cc(NC(=O)Nc2ccccc2)c(OCC)cc1NC(=O)CC	-7	.	3	0.4	1	-4	-0.8	-2
C[C@@H]1CN([C@@H](C)CO)C(=O)c2cccc(NC(=O)c3nc4ccccc4s3)c2O[C@@H]1CN(C)S(C)(=O)=O	6	.	-2	-0.2	-2	1	2.3	-9
C[C@H](CO)N1C[C@H](C)[C@@H](CN(C)C(=O)CCC(F)(F)F)OCc2cnnn2CCCC1=O	5&1&-12	-0.2&-0.3	-3&-2&5	0.1&-0.1	-3&1&2	6&-5	6.0&-0.5&-1.2	-1&7&2
COCCNC(=S)N1CCN(C)CC1	-4	.	1	0.1	-1	35	3.2	-14
O=C(C[C@H]1C=C[C@@H](NC(=O)c2ccc(F)cc2)[C@@H](CO)O1)NCCc1ccccc1	2	-0.5	-4	1.4	3	0	1.3	0
COc1cccc(-c2cnc(C(O)c3ccc(F)cc3C)[nH]2)c1 (stereo not given)	-2	-0.1	-4	0.5	5	-4	1.0	-6
CCCc1cc(=O)[nH]c(SCC(=O)c2c(C)[nH]c3ccccc23)n1	.	0.8	-1	0.0	1	6	-0.8	4
N#CCSc1ccccc1NC(=O)CN1C(=O)NC(CCc2ccccc2)C1=O (stereo not given)	4	-1.4	0	0.0	-3	21	-1.0	-18
O=C(COC(=O)c1cccc(S(=O)(=O)N2CCCC2)c1)NCc1ccccc1	.	.	0	0.0	0	-14	-0.9	-50
O=C(COc1ccc(Cl)cc1)Nc1ccc(CN2CCOCC2)cc1	6	-0.6	-2	-0.1	0	-7	0.9	-14
O=C(CN1CCOCC1)N1C[C@@H]2N[C@H](C1)C2c1ccc(/C=C/c2ccccc2)cc1 (stereo not given in full)	.	-0.1&0.1	2&14	0.1&0.0	2&1	13&9	0.7&-0.3	17&11
COc1cccc(CN(C)C(=O)CNC(=O)c2sc3ccccc3c2Cl)c1OC	-5	-0.1	3	-0.2	2	9	1.4	-14
COc1ccc(C(=O)NC(=S)NCc2ccco2)cc1Br	-7	0.5	-3	0.3	-1	10	1.1	-8

Further results.
mol	RAD54 branch	E-sel inducer	DENV2 CPE	Xi reactivation	Casp6 inh	GSIS activator	F508del corr	RAD52 inh
C[C@H](CO)N1C[C@H](C)[C@@H](CN(C)Cc2ccncc2)Oc2ccc(NC(=O)Cn3cnnn3)cc2C1=O	-1&0	-3.3&0.1	8&-5	0.2&-0.3	1&-6	13&-2	2.3&-2.2	-12&-7
O=C(CN1CCOCC1)N[C@@H]1CC[C@@H](CCNC(=O)C2CCCC2)O[C@@H]1CO	4	-0.1	-6	0.2	7	21	-1.8	-4
Cc1ccccc1S(=O)(=O)NCC[C@H]1CC[C@@H](NS(=O)(=O)c2ccccc2C)[C@H](CO)O1	6	1.7	-4	0.2	-1	17	1.1	-8
CC(=Nc1ccccc1O)c1sc2ccccc2c1O	-26	-0.2	-4	0.0	0	.	10*	-72
CCC(=O)N(C)C[C@@H]1Oc2cc(-c3ccc(C#N)cc3)ccc2S(=O)(=O)N([C@H](C)CO)C[C@H]1C	-10	1.4	1	-1.3	-1	1	-1.2	4
Cn1c(=O)c2[nH]c(NN=Cc3ccc(Br)cc3)nc2n(C)c1=O	-3	-0.1	-4	-0.1	-3	28	-4.6	-4
CCCN(CC(=O)Nc1ccccc1C)C(=O)Cc1c(C)nc2ccccc2c1C	-6	.	?	0.1	9	-4	0.7	-16
COc1cccc(C(=O)N2C[C@@H]3[C@H](c4ccccc42)[C@H](CO)N3C(C)=O)c1	13	0.0	-3	0.5	-2	9	-1.7	1
Cn1c(O)c(N=NC(=O)Cn2c(C(F)(F)F)nc3ccccc32)c2ccccc21	.	-0.2	.	0.5	-5	.	.	-17

Printed as active in GSIS activator, of those listed so far:
| SMILES | DENV2 CPE | Casp6 inh | GSIS activator | F508del corr | RAD52 inh |
| --- | --- | --- | --- | --- | --- |
| COC(=O)CSc1nc2ccccc2c(=O)n1Cc1ccccc1 | 5 | -1 | 50* | 0.1 | 4 |

Molecules from the list above that contain bromine (two):
mol	RAD54 branch	E-sel inducer	DENV2 CPE	Xi reactivation	Casp6 inh	GSIS activator	F508del corr	RAD52 inh
COc1ccc(C(=O)NC(=S)NCc2ccco2)cc1Br	-7	0.5	-3	0.3	-1	10	1.1	-8
Cn1c(=O)c2[nH]c(NN=Cc3ccc(Br)cc3)nc2n(C)c1=O	-3	-0.1	-4	-0.1	-3	28	-4.6	-4
